MrgX1 PAM: human MrgX1 positive allosteric modulation, primary screen; Q96LB2; MrgX1-HEK293, Fluo-4 calcium flux, FDSS; stronger effect = higher value; B-score at 10 µM; 310,000 tested, 0.63% active;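 active = plate-corrected calcium response at least 3 library SD above typical, normal starting fluorescence, not activating the receptor alone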;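 also: compound read alongside a low EC10 to EC30 dose of BAM8-22 agonist; peak minus trough fluorescence over baseline measured at the second addition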
TMEM16A inh: blocks the mouse calcium-activated chloride channel TMEM16A; Q8BHY3; 310,000 tested, 1.2% active; AID 588511; HEK293 TMEM16A/YFP iodide influx fluorescence, ionomycin; normalized B-score (activity score, 25-100; higher = stronger inhibition) at 10 µM;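 active = ratio plate-corrected score three or more library SD toward inhibition, starting fluorescence score within five deviations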;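 also: score derived from kinetic fluorescence span divided by baseline fluorescence per well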
KCNK9 inh: inhibitors of human KCNK9 two-pore domain potassium channel; Q9NPC2; HEK293 KCNK9, FluxOR thallium flux fluorescence; stronger effect = lower value; B-score at 10 µM; 310,000 tested, 1.2% active; AID 488922;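 active = ratio B-score over 3 SD below the library mean, with starting fluorescence within 5 SD of its mean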;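 also: negative B-score means less thallium flux so channel inhibition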
KCNQ1 inh: human KCNQ1 channel inhibition | P51787 | CHO-K1 KCNQ1, FluxOR thallium flux fluorescence; stronger effect = higher value | B-score at 10 µM | 310,000 tested, 1.3% active | AID 2642;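 active = compounds whose thallium flux B-score, printed positive for inhibition, exceeds three library SD while starting fluorescence stays within three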;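 also: channel opened by potassium depolarization with thallium stimulus after 20 min compound exposure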
Target sequence (P51787 whole entry, looked up): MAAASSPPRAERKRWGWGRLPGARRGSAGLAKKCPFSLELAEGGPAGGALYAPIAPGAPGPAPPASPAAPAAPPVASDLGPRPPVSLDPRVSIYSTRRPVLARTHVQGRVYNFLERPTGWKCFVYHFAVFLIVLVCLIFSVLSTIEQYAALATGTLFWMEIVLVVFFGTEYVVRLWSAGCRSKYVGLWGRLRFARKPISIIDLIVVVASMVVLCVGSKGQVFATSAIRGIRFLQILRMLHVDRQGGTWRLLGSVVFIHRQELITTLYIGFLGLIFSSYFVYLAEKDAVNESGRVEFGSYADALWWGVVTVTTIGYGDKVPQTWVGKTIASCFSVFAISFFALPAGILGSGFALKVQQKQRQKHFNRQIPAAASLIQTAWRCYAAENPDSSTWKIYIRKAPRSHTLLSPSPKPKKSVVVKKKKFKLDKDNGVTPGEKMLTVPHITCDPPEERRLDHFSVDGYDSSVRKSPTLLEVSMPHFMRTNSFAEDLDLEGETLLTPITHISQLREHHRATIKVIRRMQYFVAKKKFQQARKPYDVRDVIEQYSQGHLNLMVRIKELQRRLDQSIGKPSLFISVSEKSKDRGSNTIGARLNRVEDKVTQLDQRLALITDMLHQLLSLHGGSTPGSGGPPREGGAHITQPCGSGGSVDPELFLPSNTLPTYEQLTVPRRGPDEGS
KCNQ1 pot: potentiators or activators of human KCNQ1 potassium channel. CHO-K1 KCNQ1, thallium flux FluxOR fluorescence; stronger effect = higher value. B-score at 10 µM. 310,000 tested, 0.35% active;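 active = fluorescence ratio B-score, a plate-corrected score, at least three library SD, with initial intensity B-score within 5 SD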
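Test system: CHO-K1 cells stably expressing KCNQ1 / Medium: assay buffer / Also added: depolarizing K+/Tl+ stimulus, K2SO4 and Tl2SO4 each 12.5 mM in 5x stock / Incubation: 90 min dye loading and 20 min compound exposure, both at room temperature / Signal: thallium influx via FluxOR fluorescence, kinetic imaging / Evaluation: B score of baseline-normalized fluorescence ratio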
RGS4 inh: inhibitors of human RGS4; P49798; HEK293 M3R/RGS4 inducible, Fluo-4 calcium flux; stronger effect = higher value; triggered by carbachol at its EC20; B-score at 10 µM; 310,000 tested, 0.45% active;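 active = B-score, a plate-corrected calcium signal, over three deviations above library mean, with baseline fluorescence within five deviations of library mean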;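 also: RGS4 expression induced by doxycycline in cells with stable M3 receptor; B-score is computed from the integrated fluorescence ratio over baseline after carbachol; higher B-score means a larger calcium signal and so more RGS4 inhibition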
ANO1 activ: activates or potentiates the mouse TMEM16A chloride channel. Q8BHY3. HEK293 TMEM16A/YFP-H148Q/I152L, iodide quench fluorescence; stronger effect = lower value. B-score at 10 µM. 340,000 tested, 0.3% active. AID 623877;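 active = fluorescence-ratio B-score plate-corrected deviation score at least 3 library SD below zero, with starting fluorescence score within 5 deviations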;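 also: channel opened by trigger with iodide after compound preincubation; score built on the fluorescence ratio of max minus min over baseline; more negative score means more quench and so TMEM16A activation or potentiation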
MrgX1 agonist: activates human MrgX1 receptor signaling; 310,000 tested, 0.44% active; B-score at 10 µM; Q96LB2; AID 588627; MrgX1-HEK293 cells, Fluo-4 calcium fluorescence, agonist mode; stronger effect = higher value;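 active = calcium response B-score plate-corrected fluorescence ratio at least 3 library SD, with starting fluorescence B-score inside 5 SD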
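System – MrgX1-expressing HEK293 cells · Incubation – cells plated overnight, dye loaded 0.5 h 37 °C, 0.5 h room temperature · Technique – kinetic Fluo-4 NW fluorescence of intracellular calcium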
RGS4 pot: RGS4 potentiation or activation | HEK293 M3R/inducible RGS4, carbachol calcium flux Fluo4; stronger effect = lower value | B-score at 10 µM | 310,000 tested, 0.92% active | AID 463111;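 active = B-score of the integrated calcium signal more than 4 SD below the library mean, with starting fluorescence not abnormally high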;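 also: negative B-score means reduced calcium response which marks RGS4 activation or potentiation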
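Reagent: ECmax carbachol challenge; Test system: M3R-expressing HEK293 line, RGS4 induced by doxycycline; Schedule: overnight RGS4 induction, 30 min dye load 37 °C, 20 min compound RT; Detection: calcium dye Fluo4 fluorescence; Read-out: Agonist-evoked peak-minus-minimum fluorescence over baseline, integrated ratio, B score.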
hERG protect: hERG (human) protection from proarrhythmic block. 310,000 tested, 0.51% active. Q12809. AID 1511. activation (rescue from dofetilide block), less the hit threshold, % at 10 µM. CHO-hERG, FluxOR thallium flux, dofetilide IC70 present;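 active = activation above the mean of controls blocked by dofetilide plus 5 SD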;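 also: thallium influx through hERG after potassium depolarization seen as dye fluorescence rise; in these data hits start at about 4.7%; inactives centre near -7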
KCNK3 block: human KCNK3 channel inhibition, primary screen; CHO-KCNK3 thallium flux, FluxOR fluorescence; stronger effect = lower value; B-score at 10 µM; 340,000 tested, 0.84% active;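 active = B-score under library mean minus 4 SD, starting fluorescence ratio at most library mean plus 5 SD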;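 also: more negative B-score means stronger inhibition of thallium flux through KCNK3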
Numbers without * were called inactive; i = inactive; & = joins results of further samples. An excerpt; count on the stated rates, not on these rows.

SMILES | MrgX1 PAM | TMEM16A inh | KCNK9 inh | KCNQ1 inh | KCNQ1 pot | RGS4 inh | ANO1 activ | MrgX1 agonist | RGS4 pot | hERG protect | KCNK3 block
CC[C@@H]1C(=O)OC[C@@H]1Cc1cncn1C | i | i | i | i | i | i | i | i | i | -2&-4 | i

Screens (PubChem)
